Assay outcomes as filed in PubChem.
Xi reactivation – activators of X-chromosome reactivation in mouse fibroblasts | XiGFP mouse fibroblasts, % GFP-positive cells imaging, 3 d; cells co-treated with 5-aza-dC sensitizer; scaled so ellipticine positive control = 100% | activation, % at 7.58 µM | AID 743238 | 0.055% of 360,000 active;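 active = mean normalized replicate activation at least 10% and every replicate at or above 10%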;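 note: 0% = median of on-plate neutral control wells and 100% = ellipticine 6 µM median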
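Assay system: SV40-immortalized XiGFP fibroblast cells, line 68-5-11; buffer or medium: DMEM plus 5-aza-dC sensitizer; compound: one concentration, pinned; timing: compounds 3 days, fix/stain 15 min at room temperature; benchmarks: positive control ellipticine, 6 µM final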
RAD54 inh – blocks human RAD54 Holliday junction branch migration; Q92698; FAM/BHQ fluorescence; inhibition, % at 10.4 µM; 0.14% of 360,000 active; AID 602329;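 active = mean normalized replicate activity at least 40 and at least half of replicates scoring 40 or more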;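 note: 0% = median of neutral control wells and 100% = median of positive control wells; inhibitors cause a drop in the FAM fluorescence signal; in these data hits start at about 50%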
EWS-Fli block – blocks EWS/Fli oncoprotein-driven transcription | A673 NR0B1-luciferase reporter, viability-normalised | inhibition, % at 12.6 µM | 0.67% of 350,000 active;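 active = mean inhibition of at least 50% after viability correction, with every replicate also passing that limit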;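 note: firefly luciferase signal divided by Alamar Blue viability fluorescence both relative to DMSO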
esBAF inh – SWI/SNF esBAF complex inhibition; mouse ES cells, Bmi1-luciferase knock-in reporter, 24 h; 100% = twice the neutral-well signal; reporter increase, % at 12.5 µM; 2% of 350,000 active; AID 602393; in the data active = activation above about 40%;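 note: 0% = median of the plate's neutral control wells and 100% = double that signal; a rise in the Bmi1 reporter signal indicates esBAF inhibition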
FN deposit inh – fibronectin deposition inhibition. 0.086% of 350,000 active. AH1F fibroblasts, Alexa488-fibronectin deposition fluorescence, overnight. inhibition, % at 12.6 µM. AID 743247;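 active = mean inhibition across replicates of 30% or more, regardless of how many single replicates reach that level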;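 note: positive control wells lacked labelled fibronectin entirely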
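Test system: AH1F fibroblast monolayer depositing Alexa488-labelled fibronectin into matrix. Input: 10000 cells per well. Technique: fluorescence, ex 485 nm, em 525 nm. Buffer or medium: DMEM plus 2% serum, read in PBS. Timing: 1 h cell adhesion before compound, then overnight fibronectin incubation. Compound: single dose, pinned. Read-out basis: inhibition from reduced deposited-fibronectin fluorescence.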
E-selectin induc – E-selectin induction on HUVECs; P16581; HUVEC E-selectin immunofluorescence imaging; normalized: neutral wells 0, TNF-alpha wells 100; activation, % at 7.58 µM; 0.37% of 260,000 active;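 active = mean E-selectin-positive cell signal at least 10% of the positive control, reached in at least 60% of replicates, without over 20% cell loss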;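 note: in these data hits start at about 27%; measured in HUVEC primary endothelial cells; signal is the percent of cells scored E-selectin positive by PE staining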
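Read-out: % PE-positive cells | Test system: HUVEC | Doses: One compound dose added by pin transfer | Buffer or medium: EGM-2 over gelatin coat | Signal: Immunofluorescence imaging | Benchmarks: TNF-alpha, DMSO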
RAD52 inh – blocks human RAD52 DNA annealing; P43351; recombinant RAD52 DNA annealing, FRET fluorescence; inhibition, % at 18.7 µM; 0.46% of 360,000 active; AID 651710;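 active = every replicate showing at least 50% inhibition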
Target sequence (P43351 whole entry, looked up): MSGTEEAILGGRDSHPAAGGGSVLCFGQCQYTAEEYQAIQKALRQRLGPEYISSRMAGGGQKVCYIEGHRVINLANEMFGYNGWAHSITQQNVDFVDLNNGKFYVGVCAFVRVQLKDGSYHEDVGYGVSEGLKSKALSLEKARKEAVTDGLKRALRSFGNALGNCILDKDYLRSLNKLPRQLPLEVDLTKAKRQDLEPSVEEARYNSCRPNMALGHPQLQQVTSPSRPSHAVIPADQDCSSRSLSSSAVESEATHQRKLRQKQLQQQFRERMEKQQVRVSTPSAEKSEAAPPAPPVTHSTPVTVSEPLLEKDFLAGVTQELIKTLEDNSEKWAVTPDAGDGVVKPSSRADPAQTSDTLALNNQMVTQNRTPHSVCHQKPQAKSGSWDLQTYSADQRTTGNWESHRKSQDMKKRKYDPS
S100A4 MyoIIA – S100A4-myosin IIA interaction inhibition | P26447 | S100A4/TAMRA-MyoIIA peptide fluorescence polarization | inhibition, % at 10.7 µM | 0.14% of 360,000 active | AID 652163;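 active = mean inhibition of at least 70% across replicates, with every replicate also reaching that level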
Target sequence (P26447 whole entry, looked up): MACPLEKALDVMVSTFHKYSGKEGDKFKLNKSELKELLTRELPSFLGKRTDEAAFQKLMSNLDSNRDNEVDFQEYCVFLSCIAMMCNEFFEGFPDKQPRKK
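Compound dosing: one dose per compound; test system: human S100A4 monomer with TAMRA-labelled myosin IIA peptide; probe or stimulus: TAMRA-labelled myosin IIA heavy-chain peptide probe, 5 nM; medium: HEPES buffer with Ca2+, pH 7.2; schedule: 5 min incubation before reading; benchmarks: neutral control DMSO, positive control TFP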
Starred values were filed as active, the others as inactive; . = not tested or not shown.

The line under a structure holds: Xi reactivation, RAD54 inh, EWS-Fli block, esBAF inh, FN deposit inh, E-selectin induc, RAD52 inh, S100A4 MyoIIA
COc1ccc(C(=O)n2nc(C)c(Br)c2C)cc1OC
→ 0.0, 2, 9, -5, 13, 0.5, -11, -1
Cc1ccccc1CSCC(=O)Nc1ccccc1Br
→ 0.3, -10, -7, 6, -5, 0.2, -6, 3
CCCCc1cc(=O)oc2cc(C)cc(OCC(=O)NCc3ccccn3)c12
→ 0.0, -11, 18, 12, 0, -0.7, -14, 0
Cc1ccc(NC(=O)CSc2nc(=O)n(CCCN3CCOCC3)c3c2CCCC3)cc1
→ 0.1, 9, -1, -2, ., ., -8, -14
O=C(NCc1cccnc1)c1cc(C2CCCCN2S(=O)(=O)Cc2ccccc2)on1 (stereo not given)
→ 0.1, -1, 4, -4, 5, 0.3, -3, -2
CCn1ccnc1CN(C)Cc1nc(-c2ccccc2)no1
→ -0.2, 0, -21, 19, ., ., -8, -9
CCOc1ccc(S(=O)(=O)N2CCC(C(=O)NCC3CCCO3)CC2)cc1C (stereo not given)
→ 0.2, -7, 10, -7, -6, ., -1, 2
CCOC(=O)CCC(=O)Nc1cc(S(=O)(=O)N2CCOCC2)ccc1N1CCCCC1
→ 0.1, 3, 0, 1, -1, 1.8, 9, 1
FC(F)(F)Oc1ccc(NC(=S)NCCCN2CCOCC2)cc1
→ -0.3, 4, 9, 0, -3, 8.7, 8, -5
CC(=O)NC12CC3CC(C1)CC(C(=O)Nc1c(C)n(C)n(-c4ccccc4)c1=O)(C3)C2
→ 0.5, 1, ., -2, ., -0.4, -7, -3
C[C@@]12C(=O)N(c3ccc(F)cc3)C(=O)N1[C@@H]1c3ccccc3OC[C@@H]1[C@H]2c1ccccc1
→ 0.0, 7, 5, -2, -7, ., -4, -6
CCOC(=O)Cc1cc(=O)[nH]n(-c2ccccc2)c1=O
→ 0.4, 3, -3, -5, 2, 0.1, 3, 4
O=S(=O)(Nc1ccc(C(O)(C(F)(F)F)C(F)(F)F)cc1)c1cccc2cccnc12
→ 0.0, 8, 9, 2, 3, 0.3, 0, -2
O=C(c1ccccc1)N1N=C(c2ccccc2)CC1c1ccc2nccnc2c1 (stereo not given)
→ -0.1, 2, -12, ., -3, ., -18, -9
COc1ccc(CNC(=O)C[C@@H]2CC[C@@H](NC(=O)CN(C)C)[C@@H](CO)O2)cc1
→ -0.1, 6, 1, -3, 3, -0.1, 5, -6
O=S(Cc1ccc(Br)cc1)Cc1nnc(SCc2c(Cl)cccc2Cl)n1-c1ccccc1 (stereo not given)
→ ., -3, 8, 2, ., ., -10, 5
O=C(NCCN1CCC(Cc2ccccc2)CC1)C1CCN(S(=O)(=O)N2CCC3(CC2)OCCO3)CC1
→ 0.0, ., 12, ., 1, ., -22, -5
CCCCC(=O)NC(NC(=O)CCCC)c1ccc(OCC(C)C)c(OC)c1
→ 0.0, 0, ., 5, 2, 3.5, ., .
Cc1ccc(N/C=C(\C#N)S(=O)(=O)c2ccccc2)cc1
→ 0.0, -8, 2, 12, -3, ., -6, -11
Fc1ccc(Nc2ncnc3ccccc23)cc1
→ 0.2, -10, -27, 12, 0, 0.1, -6, -3
Cc1cc(Nc2cccc(F)c2)cc(=O)n1-c1cccc(F)c1
→ 0.2, ., -8, ., 8, -0.1, -42, 1
CN(c1ccc([N+](=O)[O-])cc1)c1cc2c(c3c1ccn3C)C1CCC2C1 (stereo not given)
→ 0.0, 6, -36, 8, -6, -0.1, 0, 1
Cc1noc(C)c1NC(=O)N(C)C[C@H]1Oc2ccc(NC(=O)CCCCCC(=O)Nc3ccccc3N)cc2CC(=O)N([C@@H](C)CO)C[C@H]1C
→ 0.3, 0, -10, 4, 0, 0.1, 5, 14
OC[C@@H]1[C@@H](c2ccccc2)C2(CN(Cc3ccccc3F)C2)N1Cc1ccccc1F
→ 0.1, ., -1, ., 3, -0.2, -88, 8
Cc1cccc(Oc2nc3c(c(=O)n(C)c(=O)n3C)n2C)c1
→ 0.0, -2, 1, -2, ., 0.4, -13, 3
O=c1c2ccccc2oc2c1oc1ccccc12
→ 0.0, 2, -73, 54*, 3, 0.2, 2, 2
O=C(COc1ccccc1)Nc1ccc(S(=O)(=O)N2CCCCCC2)cc1
→ ., -10, ., -1, ., ., -3, 4
CC(C)CN1C(=O)C(=O)N(CC(=O)NC2CCCc3ccccc32)C1=O (stereo not given)
→ -0.1, ., 4, ., -11, -0.1, -6, 0
CCc1cn(C2CC(O)C(CO)O2)c(=O)[nH]c1=O (stereo not given)
→ 0.5, 2, -10, -30, -1, -0.8, 13, -8
CCCOC(c1ccccc1)(c1ccc(C(F)(F)F)cc1)C(Oc1nc(C)cc(C)n1)C(=O)O (stereo not given)
→ -0.1, -13, 3, 11, -7, 0.3, -20, -2

Profiles, looked up by structure:
Shown for Cc1cccc(Oc2nc3c(c(=O)n(C)c(=O)n3C)n2C)c1 : Xi reactivation: 0.0; RAD54 inh: -2; EWS-Fli block: 1; esBAF inh: -2; FN deposit inh: .; E-selectin induc: 0.4; RAD52 inh: -13; S100A4 MyoIIA: 3
Shown for CCCCC(=O)NC(NC(=O)CCCC)c1ccc(OCC(C)C)c(OC)c1 : Xi reactivation: 0.0; RAD54 inh: 0; EWS-Fli block: .; esBAF inh: 5; FN deposit inh: 2; E-selectin induc: 3.5; RAD52 inh: .; S100A4 MyoIIA: .
Shown for OC[C@@H]1[C@@H](c2ccccc2)C2(CN(Cc3ccccc3F)C2)N1Cc1ccccc1F : Xi reactivation: 0.1; RAD54 inh: .; EWS-Fli block: -1; esBAF inh: .; FN deposit inh: 3; E-selectin induc: -0.2; RAD52 inh: -88; S100A4 MyoIIA: 8

Two compounds picked at random from the list so far:
The line under a structure holds: Xi reactivation, RAD54 inh, EWS-Fli block, esBAF inh, FN deposit inh, E-selectin induc, RAD52 inh, S100A4 MyoIIA
OC[C@@H]1[C@@H](c2ccccc2)C2(CN(Cc3ccccc3F)C2)N1Cc1ccccc1F
→ 0.1, ., -1, ., 3, -0.2, -88, 8
CC(C)CN1C(=O)C(=O)N(CC(=O)NC2CCCc3ccccc32)C1=O (stereo not given)
→ -0.1, ., 4, ., -11, -0.1, -6, 0

Continued:
The line under a structure holds: Xi reactivation, RAD54 inh, EWS-Fli block, esBAF inh, FN deposit inh, E-selectin induc, RAD52 inh, S100A4 MyoIIA
COc1ccc(Cn2ccnc2SCC(=O)Nc2nnc(C)s2)cc1
→ 0.0, -7, -2, -1, -3, -0.3, -18, -2
CCCCn1c2c(c3ccccc31)CCc1nonc1-2
→ 0.0, -6, -3, 3, -3, 0.0, -12, -5
COc1ccccc1NS(=O)(=O)c1ccc(OC)c([N+](=O)[O-])c1
→ 0.0, ., 4, ., -17, ., -9, 6
C[C@@H]1CN([C@H](C)CO)C(=O)c2cccc(NC(=O)CCCCCC(=O)Nc3ccccc3N)c2O[C@H]1CN(C)Cc1ccc(-c2ccccc2)cc1
→ 1.1, -7, 9, 7, ., 0.3, -3, -5
CCCc1cn(CC[C@H]2CC[C@H](NC(=O)C3CC3)[C@H](CO)O2)nn1
→ -0.5, -2, 0, -2, 4, 0.8, 14, -5
Clc1ccc(CN2CCSCC2)c(Cl)c1
→ 2.0, -1, 8, 0, -4, 2.1, -12, 3
CCCNC(=O)N1[C@H](CNC(=O)c2ccccc2)[C@H](c2ccccc2)[C@@H]1CO
→ 0.0, 0, 4, -1, ., -0.2, -71, 22
Cc1cccc(C)c1NC(=O)CNCC(=O)N(C)C
→ 0.1, -12, 1, 0, -2, -0.1, 4, -4
N#CC1CN(Cc2ccccc2)CN(Cc2ccccc2)C1
→ 0.0, ., -9, ., -9, -0.9, -7, 0
C[C@@H]1CN([C@H](C)CO)C(=O)c2cc(Br)cnc2O[C@@H]1CN(C)Cc1ccncc1
→ -0.7, -5, -1, 0, -1, -0.2, 7, -3
COc1ccc(-c2coc3c(C(=O)NCc4ccccc4)cccc23)c(C)c1
→ 0.1, 0, 10, 10, 20, -0.1, -18, 1
O=C(OCC(=O)C12CC3CC(CC(C3)C1)C2)c1ccc(O)cc1
→ -0.6, -2, -39, 33, 10, -0.5, -2, -16
C[C@@H]1CN([C@@H](C)CO)C(=O)Cc2cc(NC(=O)Cc3cn(C)c4ccccc34)ccc2O[C@@H]1CN(C)C(=O)Nc1ccc(F)cc1
→ -0.8, ., -1, -3, ., 0.2, 17, 0
Cc1csc(=O)n1CCC(=O)OCC(=O)c1c(N)n(CC(C)C)c(=O)n(C)c1=O
→ -0.7, -2, 8, 1, -6, -2.0, -2, -2
COc1ccc(COC(=O)c2ccc(Cl)c(S(=O)(=O)N3CCOCC3)c2)cc1F
→ 0.1, -1, ., -15, ., -0.1, -8, 2
Cc1ccc(-c2cnc3c(c2)C(=O)N([C@@H](C)CO)C[C@H](C)[C@H](CN(C)C(=O)c2cccnc2)O3)cc1
→ 0.0, 6, -8, -4, ., -0.4, -6, 3
O=C(Nc1ccccc1)N1CC(=O)N2[C@H](CO)[C@@H](c3ccc(C#Cc4cccnc4)cc3)[C@H]2C1
→ 0.1, ., 1, ., ., 0.3, -16, 10
CCOc1ccc(NC(=O)CN(C)C(=O)CCCc2c[nH]c3ccccc23)cc1OCC
→ 0.0, ., 10, ., -2, -1.9, -19, -1
COc1ccc(CCNC(=O)/C=C/c2ccco2)cc1
→ 0.0, -10, 4, 2, 2, ., -12, -5
O=C(COc1cccc(Cl)c1)Nc1ccccc1N1CCCCC1
→ 0.0, 6, 8, 0, -7, ., -6, 1
C[C@H]1CN([C@@H](C)CO)C(=O)c2c(c3ccccc3n2C)-c2ccccc2CO[C@H]1CN(C)Cc1ccncc1
→ -0.3, -9, 11, -5, 8, -0.1, 6, -11
C[C@@H]1CN([C@H](C)CO)C(=O)c2cc(-c3ccncc3)cnc2O[C@H]1CN(C)S(=O)(=O)c1ccccc1
→ -0.7, 4, 3, -3, ., -0.1, 4, 6
CC(C)(C)NC(=O)C(c1ccc(F)cc1)N(CC1CCCO1)C(=O)c1csnn1 (stereo not given)
→ 0.1, 11, 0, -5, -1, 0.0, 8, 8
CCC(=O)N(C)C[C@H]1Oc2ncc(Br)cc2C(=O)N([C@@H](C)CO)C[C@H]1C
→ -0.4, 2, 1, -1, 2, 90*, 4, -1
Cc1ccc(NC(=S)N/N=C/c2ccc([N+](=O)[O-])s2)cc1
→ 0.8, -3, -1, ., -6, ., 1, -8
